# RXFP1 agonist = qHTS Assay for Agonists of the Relaxin Receptor RXFP1 | 0.3% of 370,000 active | Relaxin receptor 1 (Homo sapiens), Q9HBX9 | Potency, µM (titrated, usually from 57.5 µM), for inactives: top-dose activation, actives largely listed as activators | HEK293T-RXFP1 cAMP TR-FRET, 30 min; response scale: percent of porcine relaxin response, buffer zero; also: potency is read from the fitted curve at half-maximal effect; % is scaled to controls: 0 for no effect and ±100 for the full control effect; nearly all actives have a fitted effect of over 60% in size; many of its hits are not listed in these tables
# Target sequence (Q9HBX9 whole entry, looked up): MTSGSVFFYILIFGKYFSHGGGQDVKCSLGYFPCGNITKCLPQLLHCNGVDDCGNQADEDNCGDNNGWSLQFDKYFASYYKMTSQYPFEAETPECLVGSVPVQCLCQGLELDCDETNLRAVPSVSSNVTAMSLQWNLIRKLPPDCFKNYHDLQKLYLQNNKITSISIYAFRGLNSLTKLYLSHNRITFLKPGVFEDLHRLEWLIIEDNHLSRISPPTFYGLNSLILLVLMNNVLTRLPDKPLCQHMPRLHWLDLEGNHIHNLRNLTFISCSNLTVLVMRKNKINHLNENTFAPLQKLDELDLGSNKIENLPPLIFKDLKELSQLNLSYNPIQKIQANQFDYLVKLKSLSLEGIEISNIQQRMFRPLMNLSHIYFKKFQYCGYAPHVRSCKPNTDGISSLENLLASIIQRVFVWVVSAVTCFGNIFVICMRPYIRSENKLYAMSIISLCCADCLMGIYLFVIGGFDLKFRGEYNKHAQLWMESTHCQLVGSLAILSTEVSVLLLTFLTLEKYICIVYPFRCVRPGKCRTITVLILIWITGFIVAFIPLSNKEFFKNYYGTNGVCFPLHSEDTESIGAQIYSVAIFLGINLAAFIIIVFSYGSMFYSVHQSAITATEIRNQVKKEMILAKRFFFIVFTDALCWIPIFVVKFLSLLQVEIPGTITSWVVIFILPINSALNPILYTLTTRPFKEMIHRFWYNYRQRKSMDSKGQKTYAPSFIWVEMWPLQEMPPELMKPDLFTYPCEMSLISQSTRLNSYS
#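 cAMP rise read by TR-FRET after 30 min, 37C compound exposure (up to 58 uM) in RXFP1-transfected HEK293 cells with Ro 20174 present. EC50 from Hill-equation fits, with 29 nM porcine relaxin as 100% and buffer as basal.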
# Vif-APOBEC3G blk = qHTS for Inhibitors of Vif-A3G Interactions: qHTS. DNA dC->dU-editing enzyme APOBEC-3G (Homo sapiens), Q9HC16. HeLa A3G-eYFP + Vif (tagged APOBEC3G with the HIV-1 protein that degrades it), YFP fluorescence, overnight. Potency, µM (titrated, usually from 46.1 µM), without a hit: at the highest dose activity, negative = active, hits mostly inhibitors. 0.076% of 410,000 active. AID 602310, 2012;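 also: potency is read from the fitted curve at half-maximal effect; % is scaled to controls: 0 for no effect and ±100 for the full control effect; nearly all actives have a fitted effect of over 60% in size; hits raise eYFP signal because A3G escapes Vif-driven loss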
# Target sequence (Q9HC16 whole entry, looked up): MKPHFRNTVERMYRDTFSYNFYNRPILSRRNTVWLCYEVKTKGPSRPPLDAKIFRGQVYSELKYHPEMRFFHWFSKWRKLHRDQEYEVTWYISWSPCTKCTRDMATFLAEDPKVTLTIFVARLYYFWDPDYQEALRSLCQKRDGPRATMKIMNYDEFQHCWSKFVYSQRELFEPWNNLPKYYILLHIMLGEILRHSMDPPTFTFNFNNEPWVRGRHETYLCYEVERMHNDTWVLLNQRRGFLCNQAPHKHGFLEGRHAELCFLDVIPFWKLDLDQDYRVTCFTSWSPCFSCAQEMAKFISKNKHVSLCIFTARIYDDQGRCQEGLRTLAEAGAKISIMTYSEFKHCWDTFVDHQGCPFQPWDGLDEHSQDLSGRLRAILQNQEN
#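 HeLa cells stably expressing Vif and C-terminally eYFP-tagged A3G, seeded overnight at 37 deg C, then exposed to compound by pintool overnight at 37 deg C. Rise in yellow fluorescence (Ex 488/Em 500-530, Acumen) marks blocked Vif-driven A3G degradation.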
# IDH1 R132H inh = qHTS for Inhibitors of mutant isocitrate dehydrogenase 1 (IDH1): qHTS; AID 602179, 2012; Potency, µM (series often up to 76.6 µM), inactives show at the highest dose activity change, negative = inhibition, usual class: inhibitors; 0.093% of 390,000 active; IDH1-R132H enzyme, NADPH consumption, diaphorase/resazurin fluorescence; also: potency is read from the fitted curve at half-maximal effect; % is scaled to controls: 0 for no effect and ±100 for the full control effect; nearly all actives have a fitted effect of over 65% in size
#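 IDH1-R132H (0.5 ug/mL dispensed) in pH 7.5 Tris buffer was preincubated 30 min with compound, then given a substrate mix of 0.016 mM NADPH and 2 mM alpha-KG for 80 min at room temperature; remaining NADPH was read by diaphorase/resazurin fluorescence.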
# GRP78 ERSR act = qHTS for Inducers of the Endoplasmic Reticulum Stress Response (ERSR) in Human Glioma: qHTS; 0.02% of 420,000 active; U87-MG GRP78 promoter luciferase reporter, 16 h; Potency, µM, without a hit: top-dose activation, most hits filed as activators; also: potency is read from the fitted curve at half-maximal effect; series mostly up to about 76 µM; % of control where 0% means no effect; nearly all actives have a fitted effect of over 35% in size
#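 Stably transfected U87-MG glioma cells carrying a GRP78-based luciferase sensor; 16 h compound incubation. Luminescence end-point read 10 min after Bright-Glo addition at room temperature.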
# TrxR1 substrate = qHTS Assay for Substrates of Mammalian Selenoprotein Thioredoxin Reductase 1 (TrxR1): qHTS; Potency, µM (doses to about 114 µM), for the others: top-dose activity change, negative = substrate turnover; purified TrxR1 substrate turnover, NADPH consumption readout; AID 588456, 2011; 0.01% of 390,000 active; Thioredoxin reductase 1, cytoplasmic (Rattus norvegicus), O89049; also: potency is read from the fitted curve at half-maximal effect; % is scaled to controls: 0 for no effect and ±100 for the full control effect; nearly all actives have a fitted effect of over 50% in size
#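 Rat TrxR1, dispensed at 90 nM, was prereduced with 400 uM NADPH (final) for 5 min at ~22 deg C, then incubated with compound 15 min before 400 uM selenite. A first-read NADPH fluorescence drop versus no-compound background flagged substrates.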
# Vif-APOBEC3F blk = qHTS for Inhibitors of Vif-A3F Interactions: qHTS. HeLa A3F-eYFP + Vif (tagged APOBEC3F with the HIV-1 protein that degrades it), YFP fluorescence increase. Potency, µM (top dose mostly 46.1 µM), for inactives: at the top dose activity, negative = active. 0.2% of 390,000 active; also: potency is read from the fitted curve at half-maximal effect; % of control where 0% means no effect; nearly all actives have a fitted effect of over 65% in size
#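 Fluorescence increase (Ex 488/Em 500-530) after overnight compound treatment at 37 deg C flags inhibition of Vif-driven A3F-eYFP loss in stable HeLa A3F-eYFP/Vif cells seeded overnight beforehand.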
# PI4K2A block = qHTS for small molecular inhibitors of PI4K2A. 0.13% of 420,000 active. Phosphatidylinositol 4-kinase type 2-alpha (Homo sapiens), Q9BTU6. purified PI4K2A, ADP-Glo luminescence, 1 h; active compounds read low. activity change, negative = inhibition, % at 76.9 µM. AID 1346378, 2018; in the data active = activity change below about -50%; inconclusive = mostly about -30% to -49%;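 also: -100% = wells without enzyme as full effect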
#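 In this quantitative HTS, ADP production by PI4K2A was quantified luminescently after 1 h at ambient temperature; 100 microM adenosine served as plate-quality control.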
# LDHA block = qHTS assay for inhibitors of human lactate dehydrogenase; L-lactate dehydrogenase A chain (Homo sapiens), P00338; purified LDHA, NADH/diaphorase-resazurin fluorescence; active compounds read low; activity change, % (values are at about 110 or 230 µM); 0.15% of 480,000 active; AID 1347041, 2019; in the data active = activity change below about -30%; inconclusive = mostly about -25% to -30%;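 also: plate controls were DMSO wells for no effect and wells without enzyme for full effect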
#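 Resorufin fluorescence (ex540/em590), read at 0 and 20 min after diaphorase/resazurin addition, reports the NADH left after a 5 min room-temperature reaction of 2 nM human LDH5 with 0.06 mM NADH and 0.2 mM pyruvate.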
# USP1 inh = Inhibitors of USP1/UAF1: Primary Screen; Ubiquitin carboxyl-terminal hydrolase 1 (Homo sapiens), O94782; recombinant USP1/UAF1, Ub-Rhodamine cleavage fluorescence; Potency, µM (top dose mostly 57.1 µM), inactives show top-dose activity change, negative = inhibition, most hits filed as inhibitors; 0.23% of 390,000 active; also: potency is read from the fitted curve at half-maximal effect; % is scaled to controls: 0 for no effect and ±100 for the full control effect; nearly all actives have a fitted effect of over 60% in size; inactives centre near -12
#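 High-throughput fluorogenic screen: 1nM USP1/UAF1 complex, Ub-Rho substrate 150nM final, 50mM HEPES pH 7.8 with 0.5mM EDTA, 0.1 mg/ml BSA, 1mM TCEP and 0.01% Tween-20.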
# The depositor's hits bear a star; ? = inconclusive; / = not tested or not shown; & = joins results of further samples; [ ] = remark or other dose. Unless noted, calls follow the shape of the dose curve; as a rule, active = well fitted curve in the direction sought with a large enough effect; inconclusive = small, poorly fitted or top-dose-only effect, or another doubt; inactive = no such curve, though single readings can be large; an effect the other way counts as inactive or inconclusive. A portion of the library. The share of hits here may be higher or lower than overall.
SMILES,RXFP1 agonist,Vif-APOBEC3G blk,IDH1 R132H inh,GRP78 ERSR act,TrxR1 substrate,Vif-APOBEC3F blk,PI4K2A block,LDHA block,USP1 inh
O=C(c1cccc(C(F)(F)F)c1)N1CCC(=O)N(C(CO)Cc2ccccc2)CC1 (stereo not drawn),/,1.0%,-7.6%,-0.9%,10.2%,-10.2%,-2.0,-2.2,-20.1%
CC1CCC/C(=N/NC(=O)c2ccccc2-n2cccc2)C1 (stereo not drawn),0.8%,-1.7%,2.4%,-2.7%,-3.8%,-11.0%,1.8,-4.3,-12.7%
O=C(Cn1ncc2c1-c1ccccc1OC2)Nc1ccc(Cl)cn1,0.1%,-4.6%,17.9%,-6.2%,-8.9%[57.1 µM],5.9%,-2.4,0.7,-8.0%
CC(=O)c1ccc(N2CCN(CC(O)COCc3ccco3)CC2)cc1 (stereo not drawn),1.7%,3.5%,-3.2%,1.7%,-3.6%,0.2%,-1.0,-10.5,-8.1%
O=C(NCCc1ccccn1)c1cccc(S(=O)(=O)N2CCCCCC2)c1,2.1%,3.7%,4.0%,-1.9%,4.3%,?,-2.1,1.6,-13.8%
NC(=O)c1cc2ccccc2o/c1=N/NC(=O)c1ccccc1,1.0%,-1.5%,23.8%,5.3%,1.0%,3.1%,10.0,-4.8,-22.8%
COc1ccc(Nc2nn3c(=O)c4cc5c(cc4nc3s2)OCO5)c(OC)c1,0.9%,-5.4%,0.1%,-1.8%,9.4%,1.9%,-6.2,3.9,-27.4%
CCOC(=O)N1CCC(N2C(=O)c3ccccc3C2Nc2ccc3c(C)cc(=O)oc3c2)CC1 (stereo not drawn),7.1%,-5.8%,-7.4%,-1.0%,/,-0.5%,-0.8,-7.3,-15.0%
Cn1nnnc1SCC(=O)NC1CCCC1,0.3%,-13.0%,-0.3%,0.0%,3.7%,-1.6%,5.4,-11.3,-19.2%
CN(C)CCNC(=O)C1CCN(S(=O)(=O)c2ccc3ccccc3c2)CC1,1.6%,0.7%,3.3%,-2.0%,2.0%,-26.3%,2.3,0.8,-19.5%
CCOc1cc(CNC(=O)CCCn2c(=O)c3cccn3c3cccnc32)cc(OCC)c1OCC,8.5%&3.5%,4.1%,-6.8%,-0.9%,-1.3%&23.5%,2.5%,-7.3&2.0,-0.3&-5.3,-25.0%&-24.5%
O=C(Nc1cccc(Cl)c1)OCCOc1ccccc1,3.6%,0.3%,-1.7%,3.0%,-5.2%,0.2%,1.6,-5.2,-24.8%
O=C(CSc1ncccn1)N1CCN(C(c2ccccc2)c2ccccc2)CC1,-0.2%,0.9%,2.2%,-4.1%,2.9%[0.457 µM],-1.1%,0.3,-55.5*,-17.7%
O=C(O)c1ccc(NCc2cccc(Br)c2)cc1,-1.1%,-1.5%,-7.0%,1.0%,0.0%,-17.1%,-2.2,-9.3,-17.0%
O=C(NCCCN1CCN(c2ccccc2F)CC1)c1ccc2nc(N3CCCCC3)sc2c1,0.1%,9.0%,-4.3%,0.7%,-2.1%,0.4%,2.6,-5.3,-10.2%
OC[C@H](O)[C@H](O)[C@@H](O)[C@@H](O)[C@@H]1SC(c2ccccc2)=NN1c1ccccc1,4.3%,0.7%,9.0%,3.9%,1.5%,7.3%,4.3,2.7,-17.5%
CC(C)(C)n1cnc(C(N)=O)c1N,2.2%,-3.2%,4.0%,-3.2%,-6.0%[57.1 µM],2.9%,4.4,2.4,4.6%
COc1ccc(-c2cc(C(F)(F)F)nc(SCC(=O)N(C)Cc3ccccc3)n2)cc1OC,12.7%,2.4%,9.2%,-3.4%,144.1%[activator],-2.0%,0.8,-1.5,-6.2%
O=C(Nc1ccc(-c2nc3ccccc3o2)c(O)c1)c1cc(-n2cnnc2)ccc1Cl,3.3%,-11.7%,8.4%,-3.1%,33.2%[activator],?,-2.4,6.2,-25.3%
O=C(c1ccncc1)N1CCN(S(=O)(=O)c2ccc(F)cc2)CC1,4.8%,0.8%,-8.0%,-3.3%,-0.9%,1.0%,0.8,-2.6,-0.9%

# Three compounds out of the list, arranged by SMILES length, descending:
SMILES,RXFP1 agonist,Vif-APOBEC3G blk,IDH1 R132H inh,GRP78 ERSR act,TrxR1 substrate,Vif-APOBEC3F blk,PI4K2A block,LDHA block,USP1 inh
O=C(NCCCN1CCN(c2ccccc2F)CC1)c1ccc2nc(N3CCCCC3)sc2c1,0.1%,9.0%,-4.3%,0.7%,-2.1%,0.4%,2.6,-5.3,-10.2%
CC1CCC/C(=N/NC(=O)c2ccccc2-n2cccc2)C1 (stereo not drawn),0.8%,-1.7%,2.4%,-2.7%,-3.8%,-11.0%,1.8,-4.3,-12.7%
Cn1nnnc1SCC(=O)NC1CCCC1,0.3%,-13.0%,-0.3%,0.0%,3.7%,-1.6%,5.4,-11.3,-19.2%

# Next section
SMILES,RXFP1 agonist,Vif-APOBEC3G blk,IDH1 R132H inh,GRP78 ERSR act,TrxR1 substrate,Vif-APOBEC3F blk,PI4K2A block,LDHA block,USP1 inh
CCc1cc(=O)oc2cc(C)cc(OCC(=O)NCCc3c[nH]c4ccccc34)c12,2.4%,-0.3%,-7.1%,-1.9%,-7.0%,1.3%,-1.0,-10.1,10.5%
COc1ccc(Cl)c(Cn2c(NCCN)nc3c2c(=O)n(C)c(=O)n3C)c1,0.6%,-3.4%,-8.1%,-2.9%,9.6%,3.3%,1.6,-11.2,-16.2%
COc1ccc2ccc(=O)oc2c1CC(O)C(C)(C)O (stereo not drawn),2.6%,-4.4%,-4.6%,-1.9%,122.5%[activator][57.1 µM],-0.6%,-0.4,3.5,-20.5%
CC1CCC(NC(=O)CSc2nncs2)CC1 (stereo not drawn),0.1%,-3.2%,-7.5%,0.6%,0.9%[57.1 µM],-14.2%,2.5,-0.4,-1.4%
C[C@H](NC(=O)CCCn1nnc2ccccc2c1=O)C(=O)O,3.8%,-4.5%,8.5%,-0.8%,-2.1%,0.1%,-1.1,-1.6,-10.0%
CC(NC(=O)CN1CCN(Cc2ccc(Cl)cc2)C1=O)c1ccc2c(c1)OCCO2 (stereo not drawn),9.1%,5.4%,14.4%,-2.4%,5.2%,-2.4%,-4.5,-0.4,-22.1%
O=C(OCCO)c1cc(Cl)c(C(=O)OCCO)cc1Cl,0.7%,0.6%,2.9%,1.6%,-0.2%,-3.8%,-0.6,-4.1,-22.5%
C=CCSC(=S)Nc1c(C)n(C)n(-c2ccccc2)c1=O,5.6%,-1.4%,5.6%,-2.1%,0.0%[57.1 µM],?,3.5,-2.8,?
CCN(CC)C(=O)CNC(=O)Cc1ccc(Cl)cc1,-1.5%,-5.6%,5.8%,0.0%,4.9%[57.1 µM],-3.7%,8.4,-2.5,-3.8%
O=C(NC1CC2CCCC(C1)N2C(=S)Nc1ccccc1Cl)C1CC1 (stereo not drawn),1.8%,-4.6%,3.6%,-3.4%,8.0%[57.1 µM],-13.8%,3.1,-5.6,-14.0%
CCCCn1c(SCN2C(=O)c3ccccc3C2=O)nc2cc(S(N)(=O)=O)ccc21,2.5%,-9.1%,15.2%,-2.7%,-0.3%,/,-15.3,-1.7,-3.6%
O=C(CCCC(=O)N(CC(=O)NC1CCCCC1)c1cccc(F)c1)Nc1ccccn1,2.7%,0.0%,11.3%,-0.9%,-1.8%,-3.9%,3.1,-0.8,-19.0%
COc1cc(C(=O)NCCSc2c(C)[nH]c3ccccc23)cc(OC)c1OC,-0.7%,-0.8%,-12.4%,-1.2%,-11.8%,-1.2%,0.9,-2.8,-9.2%
CC(=O)Nc1ccc(S(=O)(=O)NNC(=S)NCc2ccco2)cc1,0.7%,-0.3%,8.1%,-1.2%,-3.4%,-2.2%,0.6,-2.6,-6.7%
O=C(/C=C/c1cccs1)NC1CC1,1.5%,-4.2%,-1.5%,-1.7%,-3.3%,-2.8%,-4.3,-3.5,-4.4%
CCn1ncc(C2=NOC(C(=O)Nc3cnn(C45CC6CC(CC(C6)C4)C5)c3)C2)c1C (stereo not drawn),0.1%,2.1%,10.8%,-0.6%,-1.6%,1.0%,0.6,3.8,-8.3%
COc1ccc(S(=O)(=O)N(C)c2ccc(C(=O)NCc3ccco3)cc2)cc1OC,0.8%,-4.0%,4.9%,-1.7%,-1.2%,-8.5%,-4.9,1.4,-18.4%
Cc1nn2c(NCC(C)C)c3c(nc2c1-c1ccccc1)CCC3,-0.2%,0.5%,6.4%,-4.0%,81.2%[activator][57.1 µM],-0.3%,-0.5,4.7,-8.2%
Cc1cnc(C(=O)OC(C)C(=O)Nc2ccc(Oc3ccccc3)cc2)cn1 (stereo not drawn),0.3%,-2.3%,-7.2%,2.6%,-0.5%,-2.7%,-5.9,-4.9,-17.5%
COc1ccc(S(=O)(=O)N2CCC(C(=O)N[C@@H](C)C(=O)NCc3ccncc3)CC2)cc1,-0.2%,2.9%,8.3%,-3.8%,-8.3%,12.6%,3.9,-5.1,0.3%
